Assay outcomes from PubChem BioAssay.
ST2 IL33 inh – IL1RL1 inhibition | AlphaLISA ST2-Fc/biotin-IL-33 interaction, 1 h | inhibition, % for hits at 17 µM | hit rate 2.3% among 78,000 | AID 1259354; in the data active = inhibition above about 30%; inconclusive = mostly about 10% to 28%
Target sequence (Q01638 whole entry, looked up): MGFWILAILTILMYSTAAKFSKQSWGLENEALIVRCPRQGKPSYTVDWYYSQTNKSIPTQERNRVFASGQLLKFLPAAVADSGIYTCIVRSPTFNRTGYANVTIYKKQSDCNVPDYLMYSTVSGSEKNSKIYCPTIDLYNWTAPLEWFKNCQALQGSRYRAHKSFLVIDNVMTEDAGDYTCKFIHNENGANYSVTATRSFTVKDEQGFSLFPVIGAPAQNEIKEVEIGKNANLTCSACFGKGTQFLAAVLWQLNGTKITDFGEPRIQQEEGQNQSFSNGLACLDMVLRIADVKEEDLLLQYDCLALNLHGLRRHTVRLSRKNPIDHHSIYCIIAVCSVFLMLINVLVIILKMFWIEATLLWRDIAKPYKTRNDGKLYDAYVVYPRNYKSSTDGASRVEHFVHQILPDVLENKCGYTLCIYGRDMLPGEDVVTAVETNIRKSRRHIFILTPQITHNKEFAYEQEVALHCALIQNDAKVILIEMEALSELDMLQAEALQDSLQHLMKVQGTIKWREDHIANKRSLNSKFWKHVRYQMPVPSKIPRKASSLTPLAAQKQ
* = called active by the depositor; i = inactive; ? = inconclusive. Not all compounds are listed; rates above refer to the full screens.

SMILES | ST2 IL33 inh
CN(Cc1ccccc1)C(=O)C[C@@H]1c2nc(NC(=O)c3c(F)cccc3F)sc2C[C@@H]2[C@](C)(CO)[C@H](O)CC[C@]21C | i
Cc1cccc(C2C3=C(Nc4c2c(=O)n(C)c(=O)n4C)c2ccccc2C3=O)c1 (centres undefined) | i
CC(=O)N(C)c1ccc(NC(=O)CN2CCN(c3ccncc3C)CC2)cc1 | i
COc1ccccc1NC(=O)c1ccco1 | i
CCCCN(C)CCNC(=O)c1ccc2c(c1)NC(=O)C(N1CCCC1)S2 (centres undefined) | ?
Cc1c(C(=O)NCCSCc2ccccc2)cccc1[N+](=O)[O-] | i
CCC(=O)N1c2ccc(S(=O)(=O)N3CCN(c4cccc(Cl)c4)CC3)cc2CC1C (centres undefined) | i
Cc1ccc(C2(O)CCN(c3ccc(-c4nccn4C)nn3)CC2)nc1 | ?
Cc1cc(C(=O)N(C)Cc2ccc3c(c2)OCO3)n[nH]1 | ?
Cn1cccc1C(=O)N[C@H]1C[C@H]2C(=O)Nc3ccc(/C=C/c4ccccc4)cc3C(=O)N2C1 | ?
Cc1nc(CN2CCC(Cc3ccc(F)cc3)CC2)co1 | i
Cc1cc(=O)[nH]c(C)c1NC(=O)c1cccc(CN2CC[C@H](O)C2)c1 | i
CCOC(=O)C1CCN(C(=O)c2cn(CCOC)c(=O)c3c2c2ccccc2n3C)CC1 | i
CCOc1cc(/C=C2\C(=O)Nc3ccc(Br)cc32)c(Br)cc1OC | 41%*
Cc1cc(I)ccc1NC(=O)Cc1ccccc1 | i

Structures shown so far that contain a carbonyl joined to an NH by a bond outside any ring, in the order listed:
SMILES | ST2 IL33 inh
CN(Cc1ccccc1)C(=O)C[C@@H]1c2nc(NC(=O)c3c(F)cccc3F)sc2C[C@@H]2[C@](C)(CO)[C@H](O)CC[C@]21C | i
CC(=O)N(C)c1ccc(NC(=O)CN2CCN(c3ccncc3C)CC2)cc1 | i
COc1ccccc1NC(=O)c1ccco1 | i
CCCCN(C)CCNC(=O)c1ccc2c(c1)NC(=O)C(N1CCCC1)S2 (centres undefined) | ?
Cc1c(C(=O)NCCSCc2ccccc2)cccc1[N+](=O)[O-] | i
Cn1cccc1C(=O)N[C@H]1C[C@H]2C(=O)Nc3ccc(/C=C/c4ccccc4)cc3C(=O)N2C1 | ?
Cc1cc(=O)[nH]c(C)c1NC(=O)c1cccc(CN2CC[C@H](O)C2)c1 | i
Cc1cc(I)ccc1NC(=O)Cc1ccccc1 | i

The list goes on.
SMILES | ST2 IL33 inh
CCOC(=O)C1=C(c2ccccc2)OC(N)=C(C#N)C1c1ccco1 (centres undefined) | i
COc1ccc2oc(=O)c(-c3cnc(C)s3)cc2c1 | ?
C=CCn1c(=N)n(CC(O)c2ccc(-c3ccccc3)cc2)c2ccccc21 (centres undefined) | i
Fc1ccccc1CN1CCCCCCC1 | i
Cc1[nH]c2ccccc2c1C(=O)C(=O)NC1CC(=O)N(c2ccccc2)C1 (centres undefined) | i
COc1cccc(OCC(O)CN2CCN(c3cc(Cl)ccc3C)CC2)c1 (centres undefined) | i
O=C1OC(c2cccc(I)c2)=N/C1=C\c1ccco1 | ?
Cc1nc2ccc(C(=O)N3CCCC4(CC3)CNC(=O)O4)cc2nc1C (centres undefined) | i
CC1=C(C(=O)Nc2ccc(Cl)cc2)C(c2cccnc2)n2c(nc3ccccc32)N1 (centres undefined) | i
CCCCn1c(NCc2cc(Cl)ccc2O)nc2ccccc21 | i
CCOc1ccc(S(=O)(=O)N2CCN(c3cc(-c4ccc(F)cc4)ncn3)CC2)cc1 | i
CCOc1ccccc1-c1nc(C(N)=O)c2c(n1)n(-c1ccc(C)c(C)c1)c(=O)n2Cc1ccccc1 | i
COc1ccc(S(=O)(=O)NCc2ccccc2)c2ccccc12 | i
O=C(C1CCN(S(=O)(=O)c2cccnc2)CC1)N1CC=C(c2ccccc2)CC1 | i
COc1ccc(N(C)S(=O)(=O)c2ccc3c(c2)c(=O)n(C)c(=O)n3C)cc1 | i
Cc1cc(C(=O)Nc2cccnc2)ccc1[N+](=O)[O-] | i
Cc1ccc(CSC2=NCCN2C(=O)C2CC2)cc1 | i
COc1ccc2cc3cc(C(=O)N4CCCCCC4)oc3nc2c1 | ?
CC/C=C(\C)CN1CCN(C)C2(CCN(C(=O)c3ccccc3F)CC2)C1 | ?
Cc1cccc(CSc2nc3c([nH]c4ccccc43)c(=O)n2C)c1 | i
CCCSc1ncc(CN2CCCC2c2ccccn2)cn1 (centres undefined) | ?
O=C(O)C1CN(C(=O)c2cc(-n3cccn3)ccc2Cl)CCN1 (centres undefined) | i
O=C1CSC(=Nc2ccccc2)N1Cc1ccccc1 | i
COc1ccc2nc3oc(C(=O)Nc4cccc(SC)c4)cc3cc2c1 | ?
CCn1ncc(S(=O)(=O)N2CCC(N3CCCC3=O)CC2)c1C | ?
Cc1nn(Cc2ccc(Cl)cc2)c(C)c1NC(=O)c1cc(-c2ccco2)on1 | ?
COC(=O)[C@@H]1Cc2ncn(Cc3ccc(Cl)cc3)c2CN1Cc1ccc(CO)o1 | i
NC1Nc2ccccc2C1(N)CC1NC(=O)C(Cc2ccccc2)NC(=O)C(Cc2ccccc2)NC1=O (centres undefined) | i
COC(=O)[C@@H]1C[C@@H](NC(=O)c2ccc(CN3CCC(C)CC3)o2)CN1C | i
Cc1nc2sc(C(c3ccccc3)N3CCN(c4ccccc4F)CC3)c(O)n2n1 (centres undefined) | i
CCC1Oc2ccc(C)cc2N(CC(=O)O)C1=O (centres undefined) | i
Clc1ccc2nc(N3CCCC3)sc2c1 | i
COc1ncccc1-c1ccc(-c2ncc(C)cn2)cc1 | i
Cc1ccc(O)c(Nc2cc(C)nc3ncnn23)c1 | i
O=C(C1CC1)N1CCc2cc(Br)cc(S(=O)(=O)NCc3ccccc3)c21 | i
CC1CN(Cc2cc(O)c(CN3CC(C)OC(C)C3)cc2O)CC(C)O1 (centres undefined) | i
O=C(COCc1ccccc1)N1[C@H]2CCNC[C@@H]1CC2 | ?
Cc1cccc(CC(=O)Nc2cc(C)c3c(=O)oc4ccccc4c3n2)c1 | i
O=C(O)c1cn(-c2cccc(C(F)(F)F)c2)c(=O)c2ccccc12 | i
O=C1NC[C@@H](CCC(=O)N2CCCCC2)N2C[C@@H](NC(=S)Nc3ccc(Cl)cc3)C[C@@H]12 | i
Cc1cc(C)c(-n2cccn2)c(CN2CCN(C)C3(CCN(C)CC3)C2)c1 | i
COC(=O)c1c(NC(=O)COc2ccccc2Cl)sc2c1CCC(C)C2 (centres undefined) | i
COc1cc(C2CC(=O)N(Cc3cccc(F)c3)c3ccccc3S2)cc(OC)c1OC (centres undefined) | i
CC(C)OCCCNC(=O)c1ccc2c(c1)NC(=O)C(N1CCCC1)S2 (centres undefined) | i
O=C(O)COc1ccc(Br)cc1C1C2=C(CCCC2=O)OC2=C1C(=O)CCC2 | i
Cn1c(=O)cc(SCC(=O)NCc2ccc3c(c2)OCO3)c2ccccc21 | i
OCC(O)CSc1nc2ccccc2[nH]1 (centres undefined) | i
Cc1cc(C(=O)N2CCCN(c3ccncc3C)CC2)nc(C)n1 | i
CC1CCCC(C)N1CCNC(=O)c1ccc2c(c1)ncn2C1CCCC1 (centres undefined) | i
COCCn1c(CNC(=O)CC(C)C)nc2cccnc21 | i
CCn1c(C2CCN(C(=O)CC3CCS(=O)(=O)C3)CC2)nn(C)c1=O (centres undefined) | i
CC(C)OCCCNC(=O)c1cc(Sc2ccc(F)cc2)nc2ccccc12 | ?
O=C(Nc1cccc(OC(=O)c2cccs2)c1)c1cccs1 | i
CSc1cccc(NS(=O)(=O)c2ccc3c(c2)NC(=O)CC(=O)N3)c1 | i
Cc1nc(NCc2ccc(F)cc2)c2c(C)c(C)sc2n1 | i
CC(CC#CCN1CCCCC1)OC(C)(C)C (centres undefined) | i
O=C(Cn1ccc2ccccc2c1=O)NCC(=O)N1CCN(c2ccccc2)CC1 | i
Cc1[nH]nc2c1C(C(C)c1ccccc1)C(C#N)=C(N)O2 (centres undefined) | i
Cc1ccccc1N=C1NC(=O)c2cccc([N+](=O)[O-])c21 | i
O=C(NC1CCCC1)c1noc2c1CCc1ccccc1-2 | i
Other compounds
SMILES | ST2 IL33 inh
Cc1onc(-c2ccccc2Cl)c1C(=O)N(c1ccc(C(C)C)cc1)C1C=CS(=O)(=O)C1 (centres undefined) | i
Cc1cccc(NC(c2ccc(Br)cc2)c2ccc3cccnc3c2O)n1 (centres undefined) | ?
CCCOc1ccc(-c2nc(C(N)=O)c3c(n2)n(-c2ccc(F)cc2)c(=O)n3C)cc1OCC | i
O=C(CCC1CCCC1)N1CCN(Cc2ccccc2Cl)CC1 | i
CCCOC(=O)C1=C(C)NC2=C(C(=O)C(C(=O)OC)C(C)C2)C1c1coc2ccc(C)cc2c1=O (centres undefined) | i
Cc1ccc2occ(CN3CC(=O)N(Cc4cnn(C)c4)CC(OCc4cccnc4)C3)c(=O)c2c1 (centres undefined) | ?
OCCC1CN(Cc2nc3ccc(F)cc3[nH]2)CCN1Cc1ccc(F)cc1 (centres undefined) | i
CC(=O)OC(C)C(/C=C/C(O)C(O)C1CC=CC(=O)O1)OC(C)=O (centres undefined) | i
Cc1cccn2c(=O)c3cc(C(=O)NCc4ccccn4)n(C)c3nc12 | ?
O=C(Nc1ccc(F)cc1F)c1cnc2n(c1=O)CCS2 | i
CCOC(=O)CN1C(=O)COc2ccc(Cl)cc21 | i
C=CCn1cc(CN2CCC(c3ccnc(-c4cccc(O)c4)c3)C2)c(C)n1 (centres undefined) | i
CC(=O)Nc1ccc(C(=O)Nc2ccc(Cl)c(Cl)c2)cc1 | i
CN(Cc1cnc2c(-c3ccccc3)cnn2c1)Cc1cccc2ncccc12 | i
CN1CCC(N2CCOC(CCNS(=O)(=O)C3CC3)C2)CC1 (centres undefined) | ?

By substructure: those above with an NH in an aromatic ring
SMILES | ST2 IL33 inh
Cc1cc(C(=O)N(C)Cc2ccc3c(c2)OCO3)n[nH]1 | ?
Cc1cc(=O)[nH]c(C)c1NC(=O)c1cccc(CN2CC[C@H](O)C2)c1 | i
Cc1[nH]c2ccccc2c1C(=O)C(=O)NC1CC(=O)N(c2ccccc2)C1 (centres undefined) | i
Cc1cccc(CSc2nc3c([nH]c4ccccc43)c(=O)n2C)c1 | i
OCC(O)CSc1nc2ccccc2[nH]1 (centres undefined) | i
Cc1[nH]nc2c1C(C(C)c1ccccc1)C(C#N)=C(N)O2 (centres undefined) | i
OCCC1CN(Cc2nc3ccc(F)cc3[nH]2)CCN1Cc1ccc(F)cc1 (centres undefined) | i

A different layout for part of the listing above.
CCCOc1ccc(-c2nc(C(N)=O)c3c(n2)n(-c2ccc(F)cc2)c(=O)n3C)cc1OCC
  ST2 IL33 inh: i

O=C(CCC1CCCC1)N1CCN(Cc2ccccc2Cl)CC1
  ST2 IL33 inh: i

Continued.
SMILES | ST2 IL33 inh
CC1=C(C(N)=O)C(c2cccc(Br)c2)n2nc(SCc3ccccc3)nc2N1 (centres undefined) | ?
Cc1cc(Nc2ccc(O)cc2)n2c(nc3ccccc32)c1C#N | 33%*
CN1CCN(C(=O)CC[C@@H]2CNC(=O)[C@@H]3C[C@H](NC(=O)Nc4ccc(F)cc4F)CN23)CC1 | i
Cc1cc(C)nc(N=C(N)Nc2ccc(N=Nc3ccccc3)cc2)n1 | ?
CC12CC(NC(=O)N1c1ccc(C(=O)NCc3ccccc3)cc1)c1ccccc1O2 (centres undefined) | i
COc1ccc(-n2nc(C(=O)O)c3ccccc3c2=O)c(OC)c1 | i
CC(=O)c1c(C)oc2ccc(N(C(C)=O)S(=O)(=O)c3ccc(Cl)cc3)cc12 | i
N#CC1=C(N)Oc2[nH]c(=O)[nH]c(=O)c2C1c1ccc(F)cc1 (centres undefined) | i
COc1ccc(CCC2CCCN(C(=O)c3ccccn3)C2)cc1 (centres undefined) | i
Cc1cccc2nc(Cn3c(=O)n(CC(=O)NCc4ccco4)c(=O)c4sccc43)cc(=O)n12 | i
CCC(=O)Nc1cccc(C(=O)NC2C=CS(=O)(=O)C2)c1 (centres undefined) | i
Cc1ccccc1C(=O)Nc1ncc(S(=O)(=O)c2ccc([N+](=O)[O-])cc2)s1 | i
CC(C)C1CN(C(=O)c2cc(-c3ccncc3)n[nH]2)CCC(=O)N1CC1CC1 (centres undefined) | i
O=C(C1c2ccccc2Oc2ccccc21)N1CCN=C1SCc1cccnc1 | ?
CCCS(=O)(=O)c1c(S(=O)(=O)CCC)c2c(N)cccn2c1C(=O)c1ccc(C)cc1 | ?
CN1CN=C2SC3(COC(c4ccncc4)OC3)C(=O)N2C1 (centres undefined) | i
COc1ccc(C)cc1N(CC(=O)Nc1cccnc1)S(C)(=O)=O | i
CCc1cc2c(=O)c(-c3ccc(F)cc3)coc2cc1O | ?
Cc1ccccc1Cn1cc(SCC(=O)Nc2nccs2)c2ccccc21 | i
COc1ccc(N(C(=O)C(C)Oc2ccccc2)C2C=CS(=O)(=O)C2)cc1 (centres undefined) | i
Cc1ccccc1NC(=O)C(NS(=O)(=O)c1cccs1)C(C)C (centres undefined) | i
O=S(=O)(Cc1ccccc1)c1ccc(Cl)cc1 | i
O=C(O)C1CC=CCC1C(=O)Nc1ccccc1 (centres undefined) | i
Cc1ccc(C)c(N2CCN(S(=O)(=O)c3cccc4cccnc34)CC2)c1 | i
Cc1c(C(=O)N2Cc3cnc(C(C)(C)C)nc3C2)cnc2ccnn12 | ?
CC(C)C(CO)NCC12CC3CC(CC(C3)C1)C2 (centres undefined) | i
COC(=O)C1=C(C)Nc2nc(SCc3ccccc3)[nH]c(=O)c2C1c1cccnc1 (centres undefined) | i
CCc1ccc(NC(=O)c2cc3cc4ccc(OC)cc4nc3o2)cc1 | ?
NC(=O)c1csc(-c2cc(NC3CCCC3)nc3[nH]ccc23)n1 | i
COc1ccc(OC)c(C2C(C(=O)OC3CC(C)CCC3C(C)C)=C(C)Nc3ncnn32)c1 (centres undefined) | i
CCN(CC)CCNS(=O)(=O)c1c(C)c(C)cc2nsnc12 | ?
COc1cc(CN2CCCCC2)ccc1O | ?
O=C(Cc1ccc(F)cc1)NCc1ccncc1 | i
Cc1cnc(C)c(N2CCN(Cc3nc4ccccc4n3C(C)C)CC2)n1 | ?
O=C(O)c1cc(-c2cccc3cccnc23)cs1 | i

Fetched by compound from above, three records:
SMILES | ST2 IL33 inh
O=C(Cc1ccc(F)cc1)NCc1ccncc1 | i
O=C(O)c1cc(-c2cccc3cccnc23)cs1 | i
Cc1cnc(C)c(N2CCN(Cc3nc4ccccc4n3C(C)C)CC2)n1 | ?
